E coli Lon inh: inhibitors of E. coli Lon protease, primary screen, biochemical, fluorescence polarization | AID 602123, 2011 | 360,000 tested, 0.42% active | inhibition, % at 7.94 µM | purified E. coli Lon protease; in the data active = inhibition above about 13%, passing the limit was not always enough;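 note: 0% = enzyme with probe and DMSO and 100% = no enzyme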
Tb MetRS inh: T. brucei MetRS inhibitors, primary screen, biochemical, luminescence; methionyl-tRNA synthetase (Trypanosoma brucei brucei); purified T. brucei MetRS, ATP depletion, Kinase-Glo luminescence; inhibition, % at 11.9 µM; 360,000 tested, 0.4% active; AID 624268, 2012;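 active = inhibition above a per-plate cutoff of the control wells' mean inhibition plus 3 SD, cut at about 5.5% in these data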;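 note: 0% = DMSO wells median and 100% = median of wells with control inhibitor compound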
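Assay system: T. brucei methionyl-tRNA synthetase, purified | Medium: HEPES buffer with MgCl2, KCl, DTT, spermine, BSA, pyrophosphatase | Compound: 11.9 µM single point | Incubation: 15 min enzyme-compound preincubation, 2 h reaction, 10 min detection, 25 °C | Measured by: Kinase-Glo luciferase luminescence reporting remaining unconsumed ATP | Measure: % inhibition normalized to control-well medians | Replication: Singlicate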
MLLE-PAM2 inh: inhibitors of PABP1 MLLE–PAM2 peptide binding, primary screen, biochemical, fluorescence polarization, FITC-PAM2, GST-MLLE. Polyadenylate-binding protein 1 (Homo sapiens), P11940. inhibition, % at 20 µM. 360,000 tested, 0.36% active; in the data active = inhibition above about 35%, passing the limit was not always enough;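 note: plate controls were DMSO wells with GST-MLLE for no effect and wells lacking GST-MLLE protein for full effect; some results filed as inactive read as strong as hits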
Rin1-Abl PPI inh: inhibitors of Rin1-Abl protein binding, primary screen, biochemical, TR-FRET | Tyrosine-protein kinase ABL1 (Homo sapiens) + Ras and Rab interactor 1 (Homo sapiens), … | inhibition, % at 7.35 µM | 360,000 tested, 0.4% active; in the data active = inhibition above about 5%, passing the limit was not always enough
Target sequence (P00519 whole entry, looked up): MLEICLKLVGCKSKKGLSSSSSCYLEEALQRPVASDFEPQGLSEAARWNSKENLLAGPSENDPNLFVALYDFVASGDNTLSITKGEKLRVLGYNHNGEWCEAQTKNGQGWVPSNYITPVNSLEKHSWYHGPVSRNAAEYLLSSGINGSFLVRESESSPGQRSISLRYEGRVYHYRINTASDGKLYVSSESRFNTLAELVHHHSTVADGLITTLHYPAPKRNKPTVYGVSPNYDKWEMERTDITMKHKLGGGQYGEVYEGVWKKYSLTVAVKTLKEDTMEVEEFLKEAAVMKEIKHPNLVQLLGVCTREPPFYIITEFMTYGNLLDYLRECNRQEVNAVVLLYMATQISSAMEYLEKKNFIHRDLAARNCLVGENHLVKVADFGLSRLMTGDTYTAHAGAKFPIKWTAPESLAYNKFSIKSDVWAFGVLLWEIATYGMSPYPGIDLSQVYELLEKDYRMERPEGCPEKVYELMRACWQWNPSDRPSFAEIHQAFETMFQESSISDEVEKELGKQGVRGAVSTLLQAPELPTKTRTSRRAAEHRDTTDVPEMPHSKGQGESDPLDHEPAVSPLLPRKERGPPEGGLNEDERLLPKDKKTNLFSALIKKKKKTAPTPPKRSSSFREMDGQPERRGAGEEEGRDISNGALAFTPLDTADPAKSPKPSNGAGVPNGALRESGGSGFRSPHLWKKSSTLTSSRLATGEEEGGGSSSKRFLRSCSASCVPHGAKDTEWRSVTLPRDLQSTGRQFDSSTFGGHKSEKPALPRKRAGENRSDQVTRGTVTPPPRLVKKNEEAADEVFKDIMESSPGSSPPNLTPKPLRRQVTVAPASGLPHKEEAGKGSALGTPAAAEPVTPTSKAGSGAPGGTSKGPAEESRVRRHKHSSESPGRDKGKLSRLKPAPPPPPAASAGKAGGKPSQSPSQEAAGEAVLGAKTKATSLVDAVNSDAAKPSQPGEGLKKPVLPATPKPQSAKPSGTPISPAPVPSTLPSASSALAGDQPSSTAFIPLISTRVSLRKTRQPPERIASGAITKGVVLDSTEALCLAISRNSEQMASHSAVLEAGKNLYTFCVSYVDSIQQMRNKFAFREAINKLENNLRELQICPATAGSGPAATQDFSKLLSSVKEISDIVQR
Target sequence (Q13671 whole entry, looked up): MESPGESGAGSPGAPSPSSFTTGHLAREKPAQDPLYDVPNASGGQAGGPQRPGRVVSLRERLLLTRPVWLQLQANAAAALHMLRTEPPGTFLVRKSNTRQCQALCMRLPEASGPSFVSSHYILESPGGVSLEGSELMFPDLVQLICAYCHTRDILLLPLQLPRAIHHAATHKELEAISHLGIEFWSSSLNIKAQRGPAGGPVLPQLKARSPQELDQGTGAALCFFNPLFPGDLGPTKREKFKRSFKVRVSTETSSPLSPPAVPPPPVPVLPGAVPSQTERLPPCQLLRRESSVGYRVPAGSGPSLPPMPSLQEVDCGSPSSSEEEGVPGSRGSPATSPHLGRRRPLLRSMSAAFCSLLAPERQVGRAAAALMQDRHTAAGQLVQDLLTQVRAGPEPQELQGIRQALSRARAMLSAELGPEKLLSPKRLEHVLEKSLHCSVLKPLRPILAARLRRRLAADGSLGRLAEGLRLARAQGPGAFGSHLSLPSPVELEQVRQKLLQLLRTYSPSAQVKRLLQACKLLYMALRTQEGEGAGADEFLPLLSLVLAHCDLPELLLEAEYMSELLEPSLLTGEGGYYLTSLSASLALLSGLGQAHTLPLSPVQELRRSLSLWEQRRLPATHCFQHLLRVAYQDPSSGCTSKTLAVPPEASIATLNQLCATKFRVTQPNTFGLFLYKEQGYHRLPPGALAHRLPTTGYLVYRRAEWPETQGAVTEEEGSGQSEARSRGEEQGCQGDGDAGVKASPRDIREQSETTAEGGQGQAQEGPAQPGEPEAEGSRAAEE
Neddyl block: inhibitors of cullin neddylation, primary screen, biochemical, TR-FRET, uHTS, NAE and Ubc12 | NEDD8-conjugating enzyme Ubc12 (Homo sapiens) + NEDD8-activating enzyme E1 regulatory … | calls only at 25 µM | 360,000 tested, 0.58% active | AID 651699, 2012; in the data active = inhibition above about 36%
CSN inh: inhibitors of CSN-mediated cullin deneddylation, primary screen, biochemical, fluorescence polarization, uHTS; COP9 signalosome complex subunit 5 (Homo sapiens), Q92905; Purified CSN, SCF-Nedd8-OG deneddylation; inhibition, % at 12.5 µM; 360,000 tested, 0.38% active;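 active = pattern-corrected inhibition above about 35%, with an unprinted fluorescence ratio check between 0.5 and 1.5, limit read from the data, passing the limit was not always enough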;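 note: 0% = enzyme with substrate and 100% = substrate without enzyme; some results filed as inactive read as strong as hits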
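Assay system: Purified human Csn5 enzyme expressed in HEK293T cells | Amount: Enzyme 0.24 nM | Measured by: Fluorescence polarization readout | Medium: Tris/NaCl/DTT buffer, pH 7.5 | Compound dosing: One concentration, 12.5 µM, 0.25% DMSO | Times: 90 min incubation of compound, enzyme and substrate at room temperature | Control set: no-enzyme wells high, enzyme-with-substrate wells low | Read-out: % inhibition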
FAS-TE inh: FAS thioesterase domain inhibitors, primary screen, biochemical, fluorescence intensity, uHTS; 360,000 tested, 0.67% active; inhibition, % at 15 µM; recombinant FAS-TE, OMFH fluorogenic substrate, fluorescence endpoint;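 active = compounds whose normalised, plate-corrected inhibition of enzyme fluorescence in the single-dose primary screen is 50% or more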;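 note: 0% = DMSO with enzyme and 100% = substrate without enzyme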
bovine MsrA act: bovine MsrA enzyme activators, primary screen, biochemical, absorbance, HTS | purified bovine MsrA, absorbance read-out | activation, % at 10.6 µM | 360,000 tested, 0.3% active; in the data active = activation above about 7.5%;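 note: 0% = vehicle and 100% = reference activator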
MsrA inh: bovine MsrA enzyme inhibitors, primary screen, biochemical, absorbance, HTS | Methionine sulfoxide reductase A (Bos taurus) | 360,000 tested, 0.75% active | purified bovine MsrA, absorbance read-out | inhibition, % at 15.5 µM; in the data active = inhibition above about 4.5%;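 note: 0% = vehicle wells with enzyme and 100% = reference inhibitor wells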
An asterisk follows results filed as active; i = inactive; / = no result given.

SMILES	E coli Lon inh	Tb MetRS inh	MLLE-PAM2 inh	Rin1-Abl PPI inh	Neddyl block	CSN inh	FAS-TE inh	bovine MsrA act	MsrA inh
O=C(COc1ccccc1)N1c2ccccc2Sc2ccccc21	1	-0.5	2	-2	i	6	21	-6	-0.4
NC(=O)N/N=C/c1ccc(-c2cccc(C(F)(F)F)c2)o1	7	-0.4	-4	3	i	12	-2	-3	3.9
CC(=O)c1ccc2c(c1)OCCOCCOc1ccc(C(C)=O)cc1OCCOCCO2	-5	0.2	4	-3	i	107	2	-3	0.8
CC(NS(=O)(=O)c1ccc(OCC(=O)NCc2ccccn2)cc1)c1ccccc1 (configuration not stated)	-21	0.1	2	-3	i	2	-2	-1	-0.8
CCOC(=O)N1CCN(C(=O)C2CCCN(c3nc4ccc(OCC)cc4s3)C2)CC1 (configuration not stated)	7	0.0	2	0	i	0	-1	1	1.0
CC(=O)N(c1ccccc1Cl)S(=O)(=O)c1ccc(Cl)cc1	-5	0.1	-21	1	i	0	5	-2	0.5
COc1ccccc1CNC(=O)COc1ccc(C)cc1	4	-0.1	0	-2	i	2	-2	-1	0.4
COc1ccccc1N1CC(C(=O)Nc2nnc(SC)s2)CC1=O (configuration not stated)	-3	-0.3	4	3	i	-1	-3	-8	-0.8
COc1ccccc1-n1c(C)c(C(C)=O)c2cc(O)ccc21	5	-0.8	17	-1	i	1	2	-4	1.1
COCC(=O)Nc1cc(C(=O)Nc2ccccc2C)ccc1Cl	0	-0.5	-5	1	i	6	-7	-4	0.2
CC(C)(C)NC(=O)C(c1ccccc1)N(C(=O)c1ccco1)C1CC1 (configuration not stated)	-4	0.0	14	-4	i	-1	-5	0	2.4
Cc1ccc(S(=O)(=O)N2CC=C(C(=O)NCc3ccc(F)cc3)CC2)cc1	8	-0.3	10	-4	i	-5	3	0	-0.8
CCCCN(CC)C(=O)c1cccc(Cl)c1	-1	-0.3	-6	-2	i	-1	-5	-3	-0.2
COP(=O)(OC)c1nc(-c2ccc(C)cc2)oc1N1CCCCC1	-1	-0.6	13	-1	/	-5	-4	-1	2.5
Cc1nc(C)n(C(C)CNS(=O)(=O)c2ccc(C)c(C)c2)n1 (configuration not stated)	-5	0.8	1	1	i	-4	-7	-1	-0.2
C=CC[C@@H](Cc1ccc(F)cc1)C(=O)OC[C@H]1CCCN1C(=O)[C@H](CC=C)CC(=O)N(CCO)Cc1ccccc1	1	-0.9	-4	0	i	-3	25	-1	-0.3
COc1cccc(N2[C@@H](CC(=O)O)c3ccc(/C=C/C(=O)O)cc3S2(=O)=O)c1	-10	0.6	-10	0	i	19	-12	-2	1.0
O=C(CN1CCCCC1)Nc1ccccc1Oc1ccccc1	7	0.0	5	2	i	-4	14	-9	-1.0
C[C@H](CO)N1C[C@H](C)[C@@H](CN(C)C(=O)Nc2ccc3c(c2)OCO3)Oc2c(NC(=O)C3CCCCC3)cccc2C1=O	5	0.3	3	-1	i	-3	0	-2	1.4
CNc1ccc(C(=O)OCC(=O)NC(=O)NC2CCCCC2)cc1[N+](=O)[O-]	-3	-0.3	-4	-1	i	1	-5	0	3.0

Reformatted bar-delimited: entries from further up.
compound | E coli Lon inh | Tb MetRS inh | MLLE-PAM2 inh | Rin1-Abl PPI inh | Neddyl block | CSN inh | FAS-TE inh | bovine MsrA act | MsrA inh
CC(C)(C)NC(=O)C(c1ccccc1)N(C(=O)c1ccco1)C1CC1 (configuration not stated) | -4 | 0.0 | 14 | -4 | i | -1 | -5 | 0 | 2.4
Cc1nc(C)n(C(C)CNS(=O)(=O)c2ccc(C)c(C)c2)n1 (configuration not stated) | -5 | 0.8 | 1 | 1 | i | -4 | -7 | -1 | -0.2

More compounds follow:
SMILES	E coli Lon inh	Tb MetRS inh	MLLE-PAM2 inh	Rin1-Abl PPI inh	Neddyl block	CSN inh	FAS-TE inh	bovine MsrA act	MsrA inh
CCSc1ccc([C@@H]2[C@H]3C(=O)N(C)C(=O)[C@H]3[C@]3(C(=O)OC)CCCCN23)cc1OC	-10	-0.6	-2	1	i	-2	7	-4	0.0
CCCCOc1ncnc2c1[nH]c1ccccc12	-8	-0.1	-2	-1	i	2	-4	-3	0.7
O=C(Nc1ccc(OC(F)(F)F)cc1)C1CC(=O)N(Cc2ccco2)C1 (configuration not stated)	1	-0.1	12	2	i	2	-2	0	-1.4
COc1ccc(CCN2CC(C(=O)Nc3nccs3)CC2=O)cc1OC (configuration not stated)	14	-0.3	-36	0	i	-1	1	0	-0.6
CN(CC(=O)Nc1ccc(Cl)cc1)C(=O)c1ccc(-n2cncn2)c([N+](=O)[O-])c1	-2	70*	1	1	i	3	1	-1	-0.5
O=C(NC(Cc1ccc2c(c1)OCO2)C(=O)N1CCCC1C(=O)O)c1ccccc1 (configuration not stated)	-12	-1.3	-13	0	i	-6	-7	-7	0.1
CC(C)Cc1cc(C(=O)Nc2cc(C(F)(F)F)ccc2Cl)no1	-13	0.4	-6	2	i	-1	17	-2	-1.6
COc1ccc(NC(=O)C(c2ccc(OC)cc2)N(C)C(=O)Cc2cccs2)cc1 (configuration not stated)	5	-0.5	9	2	i	-1	2	-5	-0.3
O=C(NCc1ccc(F)cc1)C1CCCN1S(=O)(=O)c1ccc(F)cc1 (configuration not stated)	-8	-0.1	8	1	i	-3	-5	-3	-0.3
Cc1ccccc1NC(=S)NCCc1ccccc1	-8	0.6	-6	-3	i	-3	-9	-2	0.2
Cc1ccc(-c2nc(N)n(C(=O)c3cccs3)n2)cc1	11	-0.7	-6	-6	i	-2	-2	-2	/
COc1ccccc1NC(=O)Cc1ccc(-c2ccccc2)cc1	1	0.1	-8	0	i	-1	26	0	-0.8
Cc1nn(C)c(C)c1S(=O)(=O)NCc1cccs1	-7	0.0	15	-3	i	1	-2	-2	0.7
O=C(OCC(=O)N(CCc1ccccc1)Cc1ccccc1)c1ccccc1O	3	-0.2	-34	-4	i	2	34	-1	0.4
CC(OC(=O)c1cccs1)C(=O)NC1CC1 (configuration not stated)	-5	-0.2	20	1	i	-2	-1	-1	1.1
O=C(c1cc2c(s1)CCCC2)N1CCN(S(=O)(=O)c2ccccc2)CC1	-5	-0.5	10	0	i	-3	8	-4	-1.5
CCC(CO)NC(=O)c1cc2c(s1)CCC2 (configuration not stated)	-8	-0.6	5	4	i	6	-12	-7	-0.7
C#CCOCCOCCOCCNc1nc(N2CCN(C(=O)[C@H](CCCCN)n3cc(CN)nn3)CC2)nc(N2CCN(C(=O)[C@H](CC(N)=O)n3cc(C(N)[C@H](C)CC)nn3)CC2)n1 (some centres not stated)	2	-0.2	-1	1	i	0	-10	-2	-0.3
O=C(NCC(O)c1ccc([N+](=O)[O-])cc1)C1CCCCC1 (configuration not stated)	-10	-0.3	2	0	i	-2	-4	-7	0.8
Nc1c(N(Cc2ccco2)C(=O)c2cccc(F)c2)c(=O)[nH]c(=O)n1Cc1ccccc1	-11	-0.4	-3	2	i	1	-6	-3	-0.3
COc1ccc(CN(C(=O)c2snc(C(N)=O)c2N)C(C(=O)NC2CCCC2)c2ccc(OC)c(OC)c2)cc1 (configuration not stated)	2	-0.9	10	1	i	4	2	-8	0.3
C=CCNc1nc(Cl)nc(Nc2cc(Cl)ccc2OC)n1	-14	-0.5	12	-1	i	5	-3	0	-1.5
COC(=O)c1ccc(NC(=O)c2ccccc2-c2ccccc2C(=O)O)cc1	-6	0.0	-15	0	i	-5	-3	1	-0.3
C[C@H](CO)N1C[C@H](C)[C@@H](CN(C)Cc2ccc(O)cc2)OCc2cnnn2CCCC1=O	7	-0.8	1	-3	i	6	-10	-2	-0.3
O=C(NCCS(=O)(=O)N1CCN(c2cccc(Cl)c2)CC1)C1CCCC1	-7	-0.3	8	2	i	-8	0	-2	0.5
C[C@H]1CN([C@@H](C)CO)C(=O)c2cc(-c3cccc(F)c3)cnc2O[C@@H]1CN(C)S(C)(=O)=O	3	-1.6	8	-1	i	0	-7	1	-0.1
O=C(Nc1ccc(Oc2ccccc2)cc1)C1CCCN(c2ncccn2)C1 (configuration not stated)	-5	-0.4	3	0	i	0	-6	-1	-0.8
Cc1nc2cc(NC(=O)c3cccc(S(C)(=O)=O)c3)ccc2o1	-5	-0.2	-12	1	i	-5	-1	-3	1.8
Cc1cc2nc(=O)c(/C=C3\C=Nc4ccccc43)c(N)n2o1	-27	-0.3	-25	1	i	4	-2	-3	-1.0
CC(C)c1ccc(C(O)P(=O)(OCc2ccccc2)c2ccc(N(C)C)cc2)cc1 (configuration not stated)	7	0.0	0	-2	i	112	32	3	0.8
CCCCn1c(SCC(=O)Nc2nnc(CC)s2)nc2ccccc2c1=O	0	-0.4	2	-3	i	-2	-2	-2	0.7
COc1ccc(C(=O)NC2CCC(O)CC2)cc1S(=O)(=O)NCc1ccc(Cl)cc1 (configuration not stated)	-10	-0.3	0	4	i	0	-1	-13	-0.2
Cc1c(NC(=O)CSc2ccccc2C(=O)Nc2cccnc2)c(=O)n(-c2ccccc2)n1C	-2	-0.5	2	0	i	-9	-17	-4	-0.2
COCCn1c(C(=O)N(C)C)cc2c1C[C@H]1CN(C(=O)c3ccccc3)[C@@](Cc3ccc(F)cc3)(C(=O)OC)[C@@H]21	3	-0.5	/	/	i	-7	-8	-2	-0.1
Cc1cccc(C)c1NC(=O)CSc1nnc(-c2ccncc2)n1Cc1ccco1	-7	-2.3	6	4	i	0	-8	-14	-0.4
Cc1cc(C)cc(COc2ccc3c(C)c(CC(=O)O)c(=O)oc3c2C)c1	6	-2.1	-11	-2	/	-2	-1	-12	0.5
Cc1c(Cl)cccc1NC(=O)c1nc(C)n(-c2cc(OC(C)C)c(Cl)cc2Cl)n1	-5	-0.8	9	-1	i	1	19	2	0.5
CCC(=O)N1CCc2cc(S(=O)(=O)N(C)c3ccc(Br)cc3)ccc21	7	-0.9	5	0	i	1	2	-1	0.2
O=C1NC[C@H](Cc2ccccc2)N(CC2CCN(CCC34CC5CC(CC(C5)C3)C4)CC2)C1=O	0	-0.8	-13	-2	i	-4	-7	-1	-0.3
CCC(C)[C@H](NC(=O)[C@@H]1CSC2c3ccccc3C(=O)N21)C(=O)N1CCCCC1 (some centres not stated)	-8	-0.2	20	0	i	3	-7	-1	-0.3
CCc1ccc(N2C(=O)c3sc4nnc(-c5ccccc5)c(=O)n4c3C2=O)cc1	-4	-0.4	16	2	i	-1	26	0	0.9
O=C(NCC1CCCO1)c1cc(S(=O)(=O)N2CCOCC2)c(Cl)cc1Cl (configuration not stated)	-11	-0.4	-4	2	i	-1	-9	-1	-0.9

Single entries from the results shown:
`CCCCn1c(SCC(=O)Nc2nnc(CC)s2)nc2ccccc2c1=O` – MsrA inh = 0.7
`COc1ccc(CN(C(=O)c2snc(C(N)=O)c2N)C(C(=O)NC2CCCC2)c2ccc(OC)c(OC)c2)cc1` (configuration not stated) – Rin1-Abl PPI inh = 1
`CC(C)c1ccc(C(O)P(=O)(OCc2ccccc2)c2ccc(N(C)C)cc2)cc1` (configuration not stated) – FAS-TE inh = 32
`O=C(Nc1ccc(Oc2ccccc2)cc1)C1CCCN(c2ncccn2)C1` (configuration not stated) – bovine MsrA act = -1

Screening data from PubChem.

No enrichment for hits. Share with any hit: about 4%.
